GASC-1 inh: blocks human GASC-1 demethylase activity; Q9H3R0; GST-JMJD2C(1-420) H3K9me3 demethylation, DELFIA europium; inhibition, % at 2.35 µM; 0.069% of 330,000 active;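 active = more than half of a compound's replicate wells show inhibition beyond 50%, single wells judged on their own value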;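 also: signal counts dimethyl H3K9 product captured on neutravidin plate; 0% = median of DMSO wells and 100% = 0.3 times that DMSO median; strong numbers were not always called active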
TPT1 inh: blocks Candida albicans tRNA 2'-phosphotransferase. recombinant caTPT1, FP RNA substrate dephosphorylation. inhibition, % at 5 µM. AID 1962. 0.81% of 300,000 active;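 active = inhibition above the mean of all tested compounds plus 3 SD, set per screening campaign, cut at about 24% in these data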;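 also: plate controls were DMSO alone for no effect and ferristatin control at 100 nM for full effect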
CR mimetic SO: lowers age-related superoxide in aged yeast cells; 0.18% of 330,000 active; S. cerevisiae aged cells, superoxide DHE fluorescence; active compounds read low; AID 2690; superoxide response (% of plate mean), % at 10 µM;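 active = superoxide response under a set limit, about three screen SD below normal, cut at about 65% in these data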;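 also: yeast aged for seven days with compound at 30 °C before DHE staining; 100% = average MFI of all compound-treated wells on the plate with controls excluded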
EBNA-1 inhibitor: blocks EBNA-1 binding to DNA. AID 1950. EBNA-1 DNA binding, fluorescence polarization. 0.34% of 300,000 active. inhibition, % at 14.8 µM; in the data active = inhibition above about 28%
PP1 inh: PP1-alpha (human) inhibition in PP5 counter-screen | P62136 | purified PP1alpha, OMFP fluorescence | inhibition, % at 6.7 µM | 0.9% of 320,000 active | AID 2235;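 active = inhibition above the mean inhibition of all tested compounds plus 3 SD, computed separately for each screening campaign, cut at about 15% in these data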
Target sequence (P62136 whole entry, looked up): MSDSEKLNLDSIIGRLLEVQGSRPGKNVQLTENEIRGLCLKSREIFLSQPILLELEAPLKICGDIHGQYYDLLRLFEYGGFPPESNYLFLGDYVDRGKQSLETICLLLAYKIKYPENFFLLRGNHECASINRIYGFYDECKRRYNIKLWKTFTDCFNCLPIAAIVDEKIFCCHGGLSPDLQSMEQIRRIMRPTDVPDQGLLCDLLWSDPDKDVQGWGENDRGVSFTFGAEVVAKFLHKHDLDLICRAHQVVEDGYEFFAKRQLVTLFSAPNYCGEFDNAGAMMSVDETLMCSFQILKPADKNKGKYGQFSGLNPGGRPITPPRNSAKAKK
ZTA DNA inh: counter-screen for EBNA-1 inhibitors: inhibitors of Epstein-Barr virus ZTA; inhibition, % at 11 µM; ZTA-DNA binding, fluorescence polarization; 0.15% of 320,000 active; in the data active = inhibition above about 33%
Target sequence (P03206 whole entry, looked up): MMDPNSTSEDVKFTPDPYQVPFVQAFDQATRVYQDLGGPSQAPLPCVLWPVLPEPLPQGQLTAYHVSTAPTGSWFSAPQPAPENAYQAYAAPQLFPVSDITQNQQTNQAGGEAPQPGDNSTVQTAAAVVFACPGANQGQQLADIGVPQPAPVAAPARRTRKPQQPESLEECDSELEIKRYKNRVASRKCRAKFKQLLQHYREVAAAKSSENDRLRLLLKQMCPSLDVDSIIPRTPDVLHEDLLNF
HCV core dimer: blocks dimerization of HCV core protein; TR-FRET GST/Flag-core106 dimerization, 1536-well; inhibition, % at 5 µM; 0.33% of 300,000 active;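 active = inhibition above the mean of all tested compounds plus 3 SD, set per screening campaign, cut at about 45% in these data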
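Assay system: tagged HCV core106 pair (GST and Flag); medium: KF-containing HEPES buffer, pH 7.45, DTT, CHAPS, BSA; also added: Eu donor and XL665 acceptor anti-tag antibodies; dosing: 5 µM single dose; timing: compound-protein-antibody incubation 4 h at 22.5 °C; signal: TR-FRET 671 and 617 nm emission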
PP5 primary: PP5 (human) phosphatase inhibition. P53041. purified PP5c, OMFP substrate fluorescence. inhibition, % at 6.7 µM. 0.18% of 320,000 active. AID 1987;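 active = inhibition above the campaign's mean inhibition across all tested compounds plus 3 SD, cut at about 9.5% in these data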;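 also: 0% = DMSO only and 100% = 100 µM cantharidin control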
Target sequence (P53041 whole entry, looked up): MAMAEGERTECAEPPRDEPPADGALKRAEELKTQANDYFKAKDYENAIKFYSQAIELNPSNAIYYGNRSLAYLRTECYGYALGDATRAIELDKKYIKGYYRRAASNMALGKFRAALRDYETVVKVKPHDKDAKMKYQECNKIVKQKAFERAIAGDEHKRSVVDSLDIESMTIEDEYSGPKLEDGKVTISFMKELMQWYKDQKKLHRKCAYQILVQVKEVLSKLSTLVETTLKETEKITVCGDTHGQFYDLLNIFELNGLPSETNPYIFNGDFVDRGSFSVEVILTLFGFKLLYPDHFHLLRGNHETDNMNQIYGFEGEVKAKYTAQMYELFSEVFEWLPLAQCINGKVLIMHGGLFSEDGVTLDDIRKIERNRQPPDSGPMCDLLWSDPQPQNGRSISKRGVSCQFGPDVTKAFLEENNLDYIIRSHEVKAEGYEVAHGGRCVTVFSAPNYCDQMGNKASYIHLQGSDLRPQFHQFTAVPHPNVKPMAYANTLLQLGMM
CTSL1 counter: counter-screen for PFM18AAP inhibitors: inhibitors of F. hepatica cathepsin L1; recombinant F. hepatica cathepsin L1, Z-Leu-Arg-MCA fluorescence; inhibition, % at 5.96 µM; 0.49% of 300,000 active;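 active = inhibition above the mean of all tested compounds plus 3 SD, set per screening campaign, cut at about 17% in these data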;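 also: 0% = plate median of test compound wells and 100% = 1 µM Z-Phe-Ala-diazomethylketone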
Starred values were filed as active, the others as inactive; . = no result given.

#1 COc1ccc(-c2cc(C(=O)NCCCN3CCCC3=O)c3ccccc3n2)cc1
#2 O=C(COc1ccc([N+](=O)[O-])cc1)Nc1ccc2[nH]c(=O)[nH]c2c1
#3 CC(C)(C)NC(=O)Cn1nnnc1-c1nonc1N
#4 O=C(C1CCN(S(=O)(=O)c2ccc(Br)s2)CC1)N1CCN(C2CCCCC2)CC1
#5 CCCCc1c(C)nc(N)[nH]c1=O

entry no.,1,2,3,4,5
GASC-1 inh,3,3,-1,59,3
TPT1 inh,0,-1,-2,1,-1
CR mimetic SO,82,88,102,113,95
EBNA-1 inhibitor,2,-8,0,-4,2
PP1 inh,1,-5,4,3,0
ZTA DNA inh,-6,-11,1,-10,0
HCV core dimer,2,-3,-4,4,-5
PP5 primary,3.7,-0.1,-1.4,2.0,-1.6
CTSL1 counter,3,1,-2,-7,0

#6 Cc1cc(CNC(=O)C2CCC(=O)N(Cc3cccc(C(F)(F)F)c3)C2)no1 (stereo not drawn)
#7 Cc1cc(C)c(N)c(C(=O)O)c1
#8 Cn1ccc(NC(=O)Nc2cccc([N+](=O)[O-])c2)n1
#9 CSCCC(NC(=O)/C(=C/c1ccc2c(c1)OCO2)NC(=O)c1cccc([N+](=O)[O-])c1)C(=O)O (stereo not drawn)
#10 Cc1onc(-c2c(F)cccc2Cl)c1C(=O)Nc1nnc(C2CC2)s1

entry no.,6,7,8,9,10
GASC-1 inh,-4,-32,-6,-7,4
TPT1 inh,-5,2,-2,-2,-3
CR mimetic SO,90,121,115,91,103
EBNA-1 inhibitor,4,-15,-2,-3,-1
PP1 inh,1,-1,0,-1,3
ZTA DNA inh,14,-9,-14,-5,-29
HCV core dimer,4,-10,-15,-5,-4
PP5 primary,0.4,-1.4,0.0,-1.5,4.3
CTSL1 counter,-1,3,-5,-4,-3

#11 Cc1c(NS(=O)(=O)c2ccc3c(c2)c(=O)n(C)c(=O)n3C)c(=O)n(-c2ccccc2)n1C
#12 Cc1cccc(C)c1NC(=O)C(NC(=O)CN1C(=O)c2ccccc2C1=O)c1ccccc1 (stereo not drawn)
#13 O=C1NCCN1CCNS(=O)(=O)c1ccc(F)c(Cl)c1
#14 N#C/C(=C/c1ccc(F)cc1)S(=O)(=O)c1ccccc1
#15 COc1ccc(-c2sc(NC(C)=O)nc2-c2ccccc2)cc1

entry no.,11,12,13,14,15
GASC-1 inh,10,1,3,18,1
TPT1 inh,-5,4,-1,2,-4
CR mimetic SO,108,110,97,127,106
EBNA-1 inhibitor,-5,29*,2,-4,2
PP1 inh,36*,-3,-3,-9,0
ZTA DNA inh,-2,-4,-3,-1,-7
HCV core dimer,-2,5,4,-7,-33
PP5 primary,0.9,0.8,-2.0,2.6,4.6
CTSL1 counter,-2,-2,2,-3,-1

#16 Cc1ccccc1N=C1Nc2ccccc2CS1
#17 COc1ccc(-n2nnnc2SCC(=O)Nc2ccc3c(c2)OCCO3)c(OC)c1
#18 Cc1ccc(N2C(=O)N(CC(=O)Nc3ccc(F)c(F)c3)C(=O)C2C)cc1 (stereo not drawn)
#19 O=C(CCCCCn1c(=O)[nH]c2ccsc2c1=O)N1CCN(C2CCCCC2)CC1
#20 O=C(Nc1cccc(Cl)c1)NC1CCS(=O)(=O)C1 (stereo not drawn)

entry no.,16,17,18,19,20
GASC-1 inh,0,1,1,1,-6
TPT1 inh,-6,-1,-2,1,0
CR mimetic SO,91,96,95,102,103
EBNA-1 inhibitor,-8,-1,-14,1,-3
PP1 inh,7,-2,-4,-6,2
ZTA DNA inh,-19,5,-4,5,0
HCV core dimer,-3,0,-1,-3,11
PP5 primary,-0.3,1.6,-0.6,0.8,3.3
CTSL1 counter,-1,1,-4,-4,-2

#21 COc1ccccc1OC(=O)c1cc2ccccc2oc1=O
#22 O=C(CSc1nc(=O)n(CCCN2CCOCC2)c2c1CCC2)Nc1ccccc1F
#23 C/C(=N\NC(=O)c1ccccc1C)c1cccc([N+](=O)[O-])c1
#24 O=C(c1ccsc1)N1CCCC(N2CCN(c3ccccc3F)CC2)C1 (stereo not drawn)
#25 CC1CCCC(NC(=O)COC(=O)[C@@H]2CC(O)CN2S(=O)(=O)c2ccc3c(c2)OCCO3)C1C (stereo partly drawn)

entry no.,21,22,23,24,25
GASC-1 inh,-7,0,2,5,-5
TPT1 inh,-3,-1,-1,-3,0
CR mimetic SO,107,108,98,99,74
EBNA-1 inhibitor,6,-2,-3,13,-6
PP1 inh,-1,-6,-1,0,3
ZTA DNA inh,10,0,-18,2,6
HCV core dimer,-3,-1,-2,-21,8
PP5 primary,-2.1,4.0,-4.4,0.5,-3.3
CTSL1 counter,-1,-2,7,-2,-4

#26 C=C1CCC[C@]2(C)C[C@H]3OC(=O)C(CN4CCCCC4CO)[C@H]3CC12 (stereo partly drawn)
#27 CC(C)C(NC(=O)c1ccco1)C(=O)OCC(=O)c1ccccc1 (stereo not drawn)
#28 CCCCC(=O)Nc1nnc(CCc2ccccc2)s1
#29 CC(=O)NC(c1cccs1)c1cc(Cl)c2ccccc2c1O (stereo not drawn)
#30 N#Cc1ccccc1/C=C/C(=O)N1CCOCC1

entry no.,26,27,28,29,30
GASC-1 inh,1,0,18,14,2
TPT1 inh,-1,-1,-2,.,0
CR mimetic SO,97,98,98,110,132
EBNA-1 inhibitor,-2,-3,18,.,-1
PP1 inh,-1,-1,2,-1,10
ZTA DNA inh,3,-15,24,11,-4
HCV core dimer,-10,-4,-1,.,-6
PP5 primary,-0.2,3.0,-0.1,1.6,-2.8
CTSL1 counter,3,-15,-1,.,7

#31 Oc1ccccc1-c1nc(NCCN2CCOCC2)c2ccccc2n1
#32 CCc1cc(CNC(=O)CCc2nnc(Cc3cccc(C)c3)o2)on1
#33 O=C(CN1C(=O)NC2(CCSC2)C1=O)NCc1ccccc1 (stereo not drawn)
#34 COCC1CCN(C(=O)c2ccc3oc(CCCc4ccccc4)nc3c2)C1 (stereo not drawn)
#35 CCOCC(=O)OCC(=O)Nc1cc(OC)c([N+](=O)[O-])cc1C

entry no.,31,32,33,34,35
GASC-1 inh,-15,23,-9,2,6
TPT1 inh,-3,22,3,1,0
CR mimetic SO,104,96,96,93,108
EBNA-1 inhibitor,8,5,-4,-3,-4
PP1 inh,4,0,0,0,-9
ZTA DNA inh,16,6,-2,13,-3
HCV core dimer,1,-3,-6,-7,-4
PP5 primary,3.7,-1.1,-3.9,-2.2,1.1
CTSL1 counter,0,-2,-3,2,-9

3 compounds drawn at random from those above:
#33 O=C(CN1C(=O)NC2(CCSC2)C1=O)NCc1ccccc1 (stereo not drawn)
#31 Oc1ccccc1-c1nc(NCCN2CCOCC2)c2ccccc2n1
#35 CCOCC(=O)OCC(=O)Nc1cc(OC)c([N+](=O)[O-])cc1C

entry no.,33,31,35
GASC-1 inh,-9,-15,6
TPT1 inh,3,-3,0
CR mimetic SO,96,104,108
EBNA-1 inhibitor,-4,8,-4
PP1 inh,0,4,-9
ZTA DNA inh,-2,16,-3
HCV core dimer,-6,1,-4
PP5 primary,-3.9,3.7,1.1
CTSL1 counter,-3,0,-9

(next part)
#36 O=c1[nH]c(CSc2ncc(C(F)(F)F)cc2Cl)nc2ccccc12
#37 CCOC(=O)N/N=C(\C)c1ccc(C)o1
#38 CCc1nc2ccccc2c(C(=O)OCC(=O)Nc2cccc(S(=O)(=O)N3CCOCC3)c2)c1C
#39 CCCOc1ccc(Cl)cc1CN1CCOCC1
#40 CSCCC(NC(=O)c1ccccc1Br)C(=O)NNC(=O)c1ccncc1 (stereo not drawn)

entry no.,36,37,38,39,40
GASC-1 inh,-39,-8,-4,26,4
TPT1 inh,2,3,1,-2,.
CR mimetic SO,133,101,103,92,88
EBNA-1 inhibitor,-10,-7,-11,-3,.
PP1 inh,-1,-5,-2,-3,-1
ZTA DNA inh,-6,7,-6,-7,-1
HCV core dimer,7,-6,-3,-10,.
PP5 primary,1.1,2.0,7.6,0.7,-0.9
CTSL1 counter,6,-1,1,1,.

An excerpt from above in order of the TPT1 inh value, largest number first.
#	mol	TPT1 inh
37	CCOC(=O)N/N=C(\C)c1ccc(C)o1	3
36	O=c1[nH]c(CSc2ncc(C(F)(F)F)cc2Cl)nc2ccccc12	2
39	CCCOc1ccc(Cl)cc1CN1CCOCC1	-2

More results:
#41 CCCCC(=O)NC(c1ccccc1)c1ccc2cccnc2c1O (stereo not drawn)
#42 CCOC(=O)c1[nH]c(C)c(/C(O)=C2\C(=O)C(=O)N(CCN(C)C)C2c2ccco2)c1C (stereo not drawn)
#43 COc1ccc(F)cc1S(=O)(=O)n1nnc2ccccc21
#44 CC1(C)CC(NC(=O)C2CCC(=O)N(C3CC3)C2)CC(C)(C)C1 (stereo not drawn)
#45 CC(C)Oc1ccc(C(=O)CCN2CCOCC2)cc1

entry no.,41,42,43,44,45
GASC-1 inh,-4,-2,4,-6,-9
TPT1 inh,0,-4,1,0,1
CR mimetic SO,94,101,114,100,100
EBNA-1 inhibitor,1,-9,-2,-8,-1
PP1 inh,21*,-4,-7,-4,-5
ZTA DNA inh,8,-18,-5,-10,-7
HCV core dimer,12,-7,4,-3,0
PP5 primary,1.8,5.0,2.1,-1.1,-0.4
CTSL1 counter,1,-2,-4,0,0

#46 C(=N\Nc1ccccc1)/c1ccc(N2CCOCC2)cc1
#47 O=C(NCCc1ccccc1)C1CCN(c2nc3ccccc3o2)CC1
#48 O=C(Nc1cccnc1)NC1CCCCC1
#49 CC(C)c1nnc(NC(=O)CCC(=O)NCc2ccc(F)cc2)s1
#50 CCOC(=O)C1=C(O)/C(=C\c2sccc2C)N=C1C

entry no.,46,47,48,49,50
GASC-1 inh,-4,2,-5,14,52
TPT1 inh,-1,3,-6,-2,2
CR mimetic SO,96,94,98,107,90
EBNA-1 inhibitor,-2,3,-5,7,1
PP1 inh,0,-1,-2,0,1
ZTA DNA inh,0,-17,10,1,6
HCV core dimer,6,-2,-1,6,-8
PP5 primary,0.3,3.4,0.7,0.2,0.2
CTSL1 counter,2,-5,-2,2,-1

#51 CCCOc1ccc(C(=O)NC(=S)NCc2cccnc2)cc1
#52 CCNc1nc(N)nc(Oc2ccc(OCC)nn2)n1
#53 Cc1cc(C)c(C(N)=O)c(SCC(=O)c2cc(C)c(C)cc2C)n1
#54 CCn1c(SCC(=O)Nc2cc(C(C)(C)C)nn2-c2ccccc2)nnc1-c1cccs1
#55 Cc1ccc(-c2nc(NC(=O)c3nn(C)cc3[N+](=O)[O-])sc2C)cc1C

entry no.,51,52,53,54,55
GASC-1 inh,-1,3,13,8,-5
TPT1 inh,-2,0,2,0,-3
CR mimetic SO,99,101,108,118,93
EBNA-1 inhibitor,1,0,14,2,-6
PP1 inh,0,-2,-2,-4,-1
ZTA DNA inh,-22,-2,15,-5,-6
HCV core dimer,-1,5,-5,-5,12
PP5 primary,5.2,0.5,-0.5,-0.5,0.8
CTSL1 counter,1,-3,2,-2,-1

#56 CNC(=O)CSc1nnc(COc2ccc([N+](=O)[O-])cc2)n1C
#57 O=C(NCCc1ccccc1)c1ccc(CS(=O)Cc2cccc(Cl)c2)o1 (stereo not drawn)
#58 CC(C)(CO)CNC(=O)CCc1nnc(CCCc2ccccc2)o1
#59 CCN(CC)c1ccc2c(C)c(CN3CCOCC3)c(=O)oc2c1
#60 CCOc1cc(C(=O)N[C@@H](C)C(=O)N2CCC3(CC2)NCCc2[nH]cnc23)cc(OCC)c1OCC
#61 O=C(NCc1ccc2c(c1)OCO2)Oc1ccccc1

entry no.,56,57,58,59,60,61
GASC-1 inh,12,6,-4,64,-16,12
TPT1 inh,-1,-4,2,15,-1,-1
CR mimetic SO,97,90,111,101,92,94
EBNA-1 inhibitor,13,-9,1,3,-14,4
PP1 inh,-2,0,1,2,-2,2
ZTA DNA inh,1,2,-2,-15,0,6
HCV core dimer,0,-2,4,-5,-3,-2
PP5 primary,1.2,2.1,-1.5,-0.3,2.2,0.3
CTSL1 counter,-3,0,0,4,-3,3
